Screening data (PubChem)
EP2 mod: EP2 receptor modulators, cAMP readout, primary screen, cell-based, HTRF cAMP, PGE2 stimulation; Prostaglandin E2 receptor EP2 subtype (Homo sapiens), P43116; EP2-expressing cells, cAMP HTRF FRET, PGE2 co-stimulation; induction, % at 25 µM; 260,000 tested, 0.83% active;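 active means compounds whose cAMP rise, as percent of the full-agonist control response, exceeds 60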;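 further: rat C6 glioma line stably carrying human EP2 under a CMV promoter; the protocol text gives 20 µM as final concentration; 100% = response of wells given 1 µM PGE2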
Target sequence (P43116 whole entry, looked up): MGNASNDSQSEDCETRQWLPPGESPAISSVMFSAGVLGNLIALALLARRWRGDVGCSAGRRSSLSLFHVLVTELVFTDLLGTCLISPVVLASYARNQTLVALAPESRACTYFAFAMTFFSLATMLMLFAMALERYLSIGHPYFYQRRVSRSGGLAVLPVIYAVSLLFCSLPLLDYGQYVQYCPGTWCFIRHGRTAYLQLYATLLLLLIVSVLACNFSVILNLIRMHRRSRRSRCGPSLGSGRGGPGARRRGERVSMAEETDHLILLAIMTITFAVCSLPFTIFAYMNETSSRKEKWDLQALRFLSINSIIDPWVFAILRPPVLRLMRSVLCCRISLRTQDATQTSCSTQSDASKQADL
PGE2 EP2 inh: human EP2 receptor antagonists, primary screen, TR-FRET cAMP, C6 glioma cells. Prostaglandin E2 receptor EP2 subtype (Homo sapiens), P43116. C6 glioma cells expressing human EP2; cells stimulated with saturating PGE2. inhibition, % at 25 µM. 260,000 tested, 0.52% active. AID 1422, 2008;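 active means percent inhibition above 40 after rounding to a whole number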;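 further: rat C6 glioma host cells with rolipram phosphodiesterase inhibitor present; the protocol text gives 20 µM as final concentration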
* marks the source's active call; other numbers are inactive results; & = joins results of further samples.

Every second line gives: EP2 mod	PGE2 EP2 inh
CCC(CN1CCCCC1)NC(=O)Cc1c(C)nc(OC)nc1OC (stereo unspecified)
    -2	5
CC(C)(C)C(=O)Nc1ccc(S(=O)(=O)N2CCCCC2)cc1
    -35	9
CC(C)(Oc1ccc(Cl)cc1)C(=O)N1CCCC1
    38	9
CC(C)(C)c1ccc(C(=O)NC2CCSC2=O)cc1 (stereo unspecified)
    -68	7
Cc1nc(NC(=O)c2cc3ccccc3o2)sc1C
    -16	11
COc1ccc(Cl)cc1NC(=O)CSc1nnc2c3c(C)c(C)sc3ncn12
    6	20
Cc1cc(C)c(OCC(=O)Nc2sc3c(c2C#N)CCC3)c(Cl)c1
    -4	18
CC(=O)N1CCN(c2ccc(NC(=O)COc3ccc4ccccc4c3)cc2)CC1
    -27	11
Cn1c(SCC(=O)Nc2cccc3ccccc23)nc2ccccc2c1=O
    -6	7
CCOCc1nnc(NC(=O)Cc2coc3cc(C)c(C)cc23)s1
    11	4
COc1ccc(C)cc1NC(=O)CSc1nc2cc3c(cc2cc1C)OCO3
    24	9
O=C(Cn1nc2n(Cc3ccc(F)cc3)c3ccccc3n2c1=O)N1CCOCC1
    2	6
CC(=O)Nc1ccc2nc(NC(=O)COc3cccc(C)c3C)sc2c1
    -58	8
O=C(CN1C(=O)c2cccc3cccc1c23)Nc1cccc(F)c1
    -28	12
COc1cccc(/C=C2\SC(=S)N(CCC(=O)Nc3cccc(Br)c3)C2=O)c1
    -12	10
O=C(Cn1ccnc1-c1ccccc1)Nc1cccc(N2CCCC2)c1
    -74	15
CCn1c(=O)n(CC(=O)Nc2ccc(N3CCOCC3)cc2)c2cccnc21
    -9	5
O=C(CN(Cc1ccco1)C(=O)CCC(=O)Nc1ccccn1)NCc1ccco1
    14	17
COc1ccc(CN2CCC(O)(c3ccccc3F)CC2)cc1Cc1c(C)noc1C
    -79	11
O=C(O)c1ccc(CN2CCCC2)o1
    -6	3
CC(=O)Nc1ccc(S(=O)(=O)N2CC=C[C@H]2C(=O)NC2CCCCC2)cc1
    -58	10
CC(C)NC(=O)/C(=C\c1cccs1)NC(=O)c1ccccc1
    -14	9
CCCC(c1nnnn1C(C)(C)C)N(CCO)Cc1cc2cc3c(cc2[nH]c1=O)OCO3 (stereo unspecified)
    4	8
CN(C)Cc1nsc(N(C)C)n1
    20	13
Cc1c(Cl)cccc1NC(=O)c1ccc2c(c1)CCN2S(C)(=O)=O
    -86	13
COC(=O)c1sc(NC(=O)COc2ccc(C)cc2)c(C#N)c1C
    -73	7
CC1CCCC(C)N1C(=O)Cn1c(SCC(=O)NC2CCCC2)nc2ccccc21 (stereo unspecified)
    4	4
O=C(CN1CCC(c2nc3ccccc3s2)CC1)Nc1ccc2c(c1)OCO2
    -87	16
Cc1ccc(C(O)CN2CCC(O)(c3ccc(F)cc3)CC2)cc1C (stereo unspecified)
    -47	9
CCC(=O)N1N=C(c2cccc(NS(C)(=O)=O)c2)CC1c1ccc(OC)c(OC)c1 (stereo unspecified)
    -1	8
CCN1/C(=C2\SC(=S)N(c3ccccc3)C2=O)Sc2ccccc21
    3	13
CCOC(=O)Nc1ccc2c(c1)N(C(=O)CN1CCCCC1)c1ccccc1CC2
    -28	11
CCOc1cc(C(=O)Nc2sc3c(c2C#N)CCCC3)cc(OCC)c1OCC
    -16	12
CCOC(=O)C(=O)N1N=C(c2ccc(C)cc2)CC1(O)C(F)(F)F (stereo unspecified)
    -30	3
CCC(C)(C)n1nnnc1C(c1ccc(F)cc1)N1CCN(C(=O)c2ccco2)CC1 (stereo unspecified)
    -10	9
COc1ccc2c(c1)NC1(CCN(C(=O)c3cnsc3)CC1)c1cccn1-2
    -72	10
CC(C)NC(=O)CSc1nnc(-c2ccco2)n1C
    -1	16
CCOc1ncccc1-c1noc(CN2CCCCC2C)n1 (stereo unspecified)
    7	1
CCCn1c(SCC(=O)Nc2ccccc2C)nnc1-c1ccncc1
    -18	8
CC(=O)c1ccc(OCC(O)Cn2c(C)[n+](C)c3ccccc32)cc1 (stereo unspecified)
    1	12
CCNc1nc2c(c(=O)n(C)c(=O)n2C)n1Cc1cccc2ccccc12
    -48	10
Cc1onc(-c2ccncc2)c1C(=O)NCCCN1CCCc2ccccc21
    -66	7
Cn1c(=O)[nH]c(=O)c2c1nc(N1CCCCCC1)n2Cc1ccccc1F
    -3	11
COc1ccc(CNC(=O)CN2CCC(c3ccc4c(c3)OCO4)CC2)cc1
    -85	9
CCc1ccccc1NC(=O)CSc1nnc(-c2ccco2)n1Cc1ccco1
    18	12
O=C(CSc1nnnn1-c1ccc2c(c1)OCO2)N1CCc2ccccc21
    -92	10
Cc1ccc2cc(CN(CCO)C(=S)Nc3ccccc3)c(=O)[nH]c2c1C
    -49	3
CCn1c(SCC(=O)Nc2ccc(I)cc2C)nnc1-c1ccc(O)cc1
    -24	8
CCOc1ccc(NC(=O)CSc2nnnn2C2CCCCC2)cc1
    -22	4
O=C(CNC(=O)c1cccs1)OCc1ccccc1Cl
    -6	19
Cc1ncccc1-c1cc2cccnc2n1CCCNC(=O)C1CCCCC1
    -30	11
O=C(C1CCC1)N1CCC[C@H](Cn2nc(-c3cccs3)ccc2=O)C1
    -43	6
CCOC(=O)C(C)n1cnc2sc(C)c(-c3ccc(F)cc3)c2c1=O (stereo unspecified)
    5	19
COCCN1C(=O)C(O)=C(C(=O)c2ccc(C)o2)C1c1ccc(OC)c(OC)c1 (stereo unspecified)
    -1	11
Cc1ccc(-c2csc3ncn(CC(=O)N4CCCCC4)c(=O)c23)cc1
    -1	14
CCc1ccc(C(=O)/C=C\Nc2ccc3c(c2)OCO3)cc1
    -28	10
COc1ccccc1CN(Cc1cc2cccc(C)c2[nH]c1=O)C(c1nnnn1C(C)(C)C)C(C)C (stereo unspecified)
    88*	12
O=C(NC1CCCC1)c1ccc(S(=O)(=O)N2CCC(c3nc4ccc(Cl)cc4[nH]3)CC2)cc1
    -17	14
CC(C)Sc1ncnc2c1cnn2-c1ccccc1
    37	9
Cc1ccc(OCC(O)CNS(=O)(=O)c2cn(C)nc2C)cc1 (stereo unspecified)
    -2	3

(continued)
Every second line gives: EP2 mod	PGE2 EP2 inh
COC(=O)c1c(NC(=S)NC(=O)c2ccccc2F)sc2c1CCCC2
    -3	9
COc1ccc(/C=C(\C#N)C(N)=O)cc1OC
    76*	12
O=C(NCCNCc1c[nH]c2ccccc12)c1ccc(F)cc1
    -67	27
COc1ccc(C2C(C#N)=C(N)Oc3n[nH]c(-c4cccs4)c32)c(OC)c1 (stereo unspecified)
    -1	5
CC1OC(O[C@H]2/C=C/C=C/C=C/C=C/C=C/C=C/C=C/[C@H](C)[C@@H](O)[C@@H](C)[C@H](C)OC(=O)CC(O)CC(O)CCC(O)C(O)CC(O)CC3(O)C[C@H](O)C(C(=O)O)C(C2)O3)C(O)[C@H](N)C1O (stereo partly specified)
    -7	11
COC(=O)/C=C/C(C)=C/C=C/C(C)=C/C=C/C=C(C)/C=C/C=C(C)/C=C/C(=O)O
    8	9
Cn1ccnc1C1(O)CCN(C(=O)C2CCCCC2)CC1
    -11	4
CCCC(=O)Nc1ccccc1-c1nnn(CC(N)=O)n1
    -17	12
COc1ccccc1-c1cccc(CNCc2nc(Cc3ccccc3)no2)c1
    31	4
O=C(Nc1ccccc1O)c1ccc(Br)o1
    -57	7
Cc1ccc(C)c2[nH]c(=O)c(CN(C(=S)NCc3ccccc3)C3CCCCC3)cc12
    64*	23
COCCN(C(=O)C(C)C)c1nnc(-c2ccc(F)cc2)s1
    -10	19
CC(c1cccnc1)N1CC23C=CC(O2)C(C(=O)O)C3C1=O (stereo unspecified)
    14	7
CC(=O)Nc1ccc2nc(NC(=O)c3ccc(OC(C)C)cc3)sc2c1
    -67	12
O=C(CN1C(=O)[C@H]2CCCN2C(=O)c2ccccc21)Nc1ccc2c(c1)OCCO2
    17	6
COc1cc(C2C(C#N)=C(N)Oc3n[nH]c(C)c32)cc(Cl)c1OCc1ccc(F)cc1 (stereo unspecified)
    -54	11
O=C(CCN1CCCC1=O)Nc1ccc(-c2cn3c4c(nnc3n2)CCCC4)cc1
    -9	8
CC(C)n1c(=O)oc2cc(S(=O)(=O)NCc3nccn3C)ccc21
    -37	8
C=CCn1c(N2CCC(C(=O)NCCc3ccc(OC)cc3)CC2)nc2ccccc21
    -43	10
CCOc1ccc2[nH]c(=O)c(CN(Cc3nnnn3C3CCCCC3)CC3CCCO3)cc2c1 (stereo unspecified)
    37	5

Continued; the last 2 above are carried over.
Every second line gives: EP2 mod	PGE2 EP2 inh
C=CCn1c(N2CCC(C(=O)NCCc3ccc(OC)cc3)CC2)nc2ccccc21
    -43	10
CCOc1ccc2[nH]c(=O)c(CN(Cc3nnnn3C3CCCCC3)CC3CCCO3)cc2c1 (stereo unspecified)
    37	5
CCCC(=O)N(Cc1cc2cc(OC)ccc2[nH]c1=O)c1ccc(OC)cc1
    -26	15
O=C(CSc1nnc(-c2ccc(F)cc2)o1)Nc1ccc2c(c1)OCCO2
    -52	14
CCNC(=O)Nc1ccc2nc(C)n(Cc3cccc(Cl)c3)c(=O)c2c1
    -49	15
COc1ccccc1OCC(=O)n1nc(N)c2c(C(F)(F)F)cc(C)nc21
    -18	6
Cc1cc(C)c2[nH]c(=O)c(CN(Cc3ccco3)C(=S)Nc3ccc(F)cc3)cc2c1
    1	18
CC(C)n1c(N2CCN(C(=O)N3CCOCC3)CC2)nc2ccccc21
    -71	32
CC(C)NC(=O)CSc1nc2c(c(C(F)(F)F)n1)CCc1ccccc1-2
    -58	5
COc1ccc(CCNC(=O)COc2ccc3c(C)cc(=O)oc3c2)cc1OC
    -54	11
Cn1c(SCC(=O)NC2CCCCC2)nnc1-c1ccncc1
    -18	6
COc1cc(OC)c(S(=O)(=O)N2CCCC2)cc1S(=O)(=O)N1CCCC1
    -32	14
CC(C)[C@H](N)C(=O)OCCOCn1cnc2c(=O)[nH]c(N)nc21
    25	17&8
Cc1nc2c(c(=O)[nH]1)CCN(CC1=Cc3ccccc3OC1)C2
    -26	9
COc1ccc(S(=O)(=O)N2CCCC(C(=O)NCc3ccccc3)C2)cc1 (stereo unspecified)
    -37	10
COc1ccc2cc(CN(Cc3nnnn3C3CCCCC3)C3CCCC3)c(=O)[nH]c2c1
    -70	8
COc1ccc2[nH]cc(CCNC(=O)C3CCCN(c4nc5ccccc5n4C)C3)c2c1 (stereo unspecified)
    -93	4
Cc1ccc(CN(Cc2ccc3c(c2)n(C)c(=O)n3C)CC2CCCO2)o1 (stereo unspecified)
    18	7
CC(C)C[C@H](N)C(=O)N[C@@H](C)C(=O)O
    3	12
COc1ccc(C(c2nnnn2CC2CCCO2)N2CCN(C3CCCCC3)CC2)cc1 (stereo unspecified)
    4	1
COCCNC(=O)CN(C(=O)CCC(=O)Nc1nccs1)c1ccc(C)c(C)c1
    0	21
CC(C)(C)c1c2c(c(C(C)(C)C)c3c1OCN(Cc1ccccc1)C3)OCN(Cc1ccccc1)C2
    -32	80*

One compound at a time (already shown).
Cc1ccc(CN(Cc2ccc3c(c2)n(C)c(=O)n3C)CC2CCCO2)o1 (stereo unspecified) in the list: EP2 mod = 18; PGE2 EP2 inh = 7
COc1ccc(S(=O)(=O)N2CCCC(C(=O)NCc3ccccc3)C2)cc1 (stereo unspecified) in the list: EP2 mod = -37; PGE2 EP2 inh = 10
CCCC(=O)N(Cc1cc2cc(OC)ccc2[nH]c1=O)c1ccc(OC)cc1 in the list: EP2 mod = -26; PGE2 EP2 inh = 15

The list continues.
Every second line gives: EP2 mod	PGE2 EP2 inh
Cc1cccc2cc(CN(CCN3CCOCC3)C(=O)Nc3ccccc3)c(=O)[nH]c12
    -16	6
O=C1CCCC2=C1C(c1ccc(Cl)cc1)C1=C(CCCC1=O)N2
    -31	4
Cc1ccc(C)c2[nH]c(=O)c(CN(CC3CCCO3)C(=S)Nc3ccccc3)cc12 (stereo unspecified)
    -9	10
CC(NS(=O)(=O)c1ccc2c(c1)NC(=O)CO2)C(=O)N1CCCCC1 (stereo unspecified)
    -21	6
COc1cc(C2NC(=O)NC(C)=C2C(=O)OC(C)C)ccc1O (stereo unspecified)
    -24	10
Cc1ccc(CN(CCCn2ccnc2)Cc2ccc(C)s2)o1
    9	5
Cc1cc(NC(=O)CSc2nnc(-c3ccco3)n2-c2ccccc2)no1
    -9	6
O=C(N1CCCC1c1nc(-c2ccncc2)n[nH]1)C1(c2ccc(F)cc2)CCCC1 (stereo unspecified)
    11	7
CC1CC[C@@]2(OC1)O[C@H]1CC3C4CC[C@@H]5C[C@@H](O)CC[C@]5(C)C4CC[C@]3(C)[C@H]1[C@@H]2C (stereo partly specified)
    12	11
NC(=S)NNC(=O)CCn1c2ccccc2c2ccccc21
    -57	6
COc1cccc(/C(O)=C2/C(=O)C(=O)N(Cc3ccco3)C2c2cccnc2)c1 (stereo unspecified)
    -3	7

This is a subset. The share of hits here may be higher or lower than overall.
